TrxR1 inh: inhibitors of rat thioredoxin reductase 1. O89049. recombinant rTrxR1, NADPH fluorescence consumption, selenite substrate. Potency, µM (doses to about 114 µM), for inactives: at the top dose activity change, negative = inhibition, hits mostly inhibitors. 390,000 compounds, 1% hits. AID 588453; note: potency is the fitted concentration of half-maximal effect; % is set by controls: 0 for no effect and ±100 for the full control effect; nearly all actives have a fitted effect of over 65% in size
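Rat TrxR1 (90 nM in the dispensed reagent) was pre-reduced with 400 uM NADPH for 5 min at room temperature, then incubated with compound for 15 min. After 400 uM selenite was added, NADPH fluorescence (Ex 340/Em 450 nm) was followed for 8 min.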
D2 antagonist: D2 dopamine receptor (human) antagonism; P14416; HEK293 TREx D2 cells, calcium flux, dopamine EC80; inhibition, % at 10 µM; 340,000 compounds, 2% hits; AID 485344; in the data active = inhibition above about 30%; note: 0% is about no effect
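HEK293 T-REx D2 cells, tet-induced, calcium dye no-wash. Cpd pintool add, 180 s kinetic, then EC80 DA, 180 s kinetic. Ca flux read.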
PI4K2A block: PI4K2A (human) kinase inhibition | Q9BTU6 | activity change, negative = inhibition, % at 76.9 µM | AID 1346378 | 420,000 compounds, 0.13% hits | purified PI4K2A, ADP-Glo luminescence, 1 h; active compounds read low; in the data active = activity change below about -50%; inconclusive = mostly about -30% to -49%;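 note: -100% = wells without enzyme as full effect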
Target sequence (Q9BTU6 whole entry, looked up): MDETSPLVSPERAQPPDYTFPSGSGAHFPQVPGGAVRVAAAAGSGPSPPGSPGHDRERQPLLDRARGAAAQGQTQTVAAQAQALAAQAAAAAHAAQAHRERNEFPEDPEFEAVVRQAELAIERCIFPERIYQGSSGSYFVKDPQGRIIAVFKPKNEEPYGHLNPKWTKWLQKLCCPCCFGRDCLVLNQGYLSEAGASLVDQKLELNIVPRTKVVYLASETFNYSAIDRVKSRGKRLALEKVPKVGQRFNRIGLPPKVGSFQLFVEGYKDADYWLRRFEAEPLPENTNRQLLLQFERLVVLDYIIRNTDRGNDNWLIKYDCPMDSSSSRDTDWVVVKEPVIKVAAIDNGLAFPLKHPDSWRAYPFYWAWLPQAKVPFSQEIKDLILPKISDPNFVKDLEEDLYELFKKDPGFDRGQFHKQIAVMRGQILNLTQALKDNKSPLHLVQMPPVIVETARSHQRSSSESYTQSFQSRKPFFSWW
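Compounds are screened against recombinant PI4K2A using PI as substrate and ATP, the latter dispensed at 300 microM. Reactions run one hour at ambient temperature before ADP-Glo detection; full inhibition defined by wells lacking enzyme.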
TRHR enhancer: TRH receptor (human) allosteric enhancement | P34981 | TRHR cells, fluo-8 calcium fluorescence, EC20 TRH enhancement | enhancement, % at 2 µM | 360,000 compounds, 0.66% hits; in the data active = enhancement above about 30%; note: 0% is about no effect
Target sequence (P34981 whole entry, looked up): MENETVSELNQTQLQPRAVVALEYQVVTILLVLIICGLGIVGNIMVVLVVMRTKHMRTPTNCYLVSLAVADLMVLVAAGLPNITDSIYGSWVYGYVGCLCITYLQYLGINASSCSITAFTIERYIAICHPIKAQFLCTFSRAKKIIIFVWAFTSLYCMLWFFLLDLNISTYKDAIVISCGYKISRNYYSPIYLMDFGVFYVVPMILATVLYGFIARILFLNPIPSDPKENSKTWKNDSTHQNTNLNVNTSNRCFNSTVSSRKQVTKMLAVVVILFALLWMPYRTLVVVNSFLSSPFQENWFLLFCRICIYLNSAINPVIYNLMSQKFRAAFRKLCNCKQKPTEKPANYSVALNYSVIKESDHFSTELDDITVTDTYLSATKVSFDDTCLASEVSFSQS
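TRHR-expressing cells loaded with fluo-8 calcium dye were read kinetically (ex 480/em 530) during compound addition, then stimulated with an EC20 of TRH (10 nM final). Enhancement of the Gq-mediated intracellular calcium response was scored.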
USP1 inh: USP1/UAF1 (human) deubiquitinase inhibition. O94782. recombinant USP1/UAF1, Ub-Rhodamine cleavage fluorescence. Potency, µM (titrated, usually from 57.1 µM), for inactives: top-dose activity change, negative = inhibition, actives largely listed as inhibitors. 390,000 compounds, 0.23% hits; note: potency is the fitted concentration of half-maximal effect; % is set by controls: 0 for no effect and ±100 for the full control effect; nearly all actives have a fitted effect of over 60% in size; inactives centre near -12
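Step one: compound is pinned into 1nM USP1/UAF1 in HEPES pH 7.8 buffer with TCEP. Step two: 15 min room-temperature incubation. Step three: Ub-Rho (150nM final) starts cleavage, tracked by fluorescence over six one-minute reads.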
mIDH1 inhibitor: inhibitors of human mutant IDH1 R132H | O75874 | IDH1-R132H enzyme, NADPH consumption, diaphorase/resazurin fluorescence | Potency, µM (series often up to 76.6 µM), without a hit: top-dose activity change, negative = inhibition, actives largely listed as inhibitors | 390,000 compounds, 0.093% hits | AID 602179; note: potency is the fitted concentration of half-maximal effect; % is set by controls: 0 for no effect and ±100 for the full control effect; nearly all actives have a fitted effect of over 65% in size
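IDH1-R132H (0.5 ug/mL) preincubated 30 min with compound, then NADPH (0.016 mM) and alpha-KG (2 mM) added; 80 min at RT, pH 7.5. Remaining NADPH coupled via diaphorase/resazurin to fluorescence (540/590 nm); concentration-response curves normalized to no-enzyme control.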
TrxR1 substrate: rat thioredoxin reductase 1 substrate activity | O89049 | purified TrxR1 substrate turnover, NADPH consumption readout | Potency, µM (titrated, usually from 114 µM), inactives show at the top dose activity change, negative = substrate turnover | 390,000 compounds, 0.01% hits; note: potency is the fitted concentration of half-maximal effect; % is set by controls: 0 for no effect and ±100 for the full control effect; nearly all actives have a fitted effect of over 50% in size
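Rat TrxR1, dispensed at 90 nM, was prereduced with 400 uM NADPH (final) for 5 min at ~22 deg C, then incubated with compound 15 min before 400 uM selenite. A first-read NADPH fluorescence drop versus no-compound background flagged substrates.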
TRHR ag: agonists of human TRH receptor; AID 493084; TRHR cells, calcium flux fluo-8, FDSS agonist mode; 360,000 compounds, 0.18% hits; activation, % at 2 µM; P34981; in the data active = activation above about 30%; note: 0% is about no effect
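TRHR-expressing cells, plated overnight in medium with 10% serum, were loaded with fluo-8 calcium dye at room temperature. After a 10 s baseline, library compound was pin-added and calcium release was recorded kinetically (ex 480/em 530) as agonist response.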
D2 agonist: D2 dopamine receptor (human) agonism; P14416; 340,000 compounds, 0.53% hits; activation, % at 2 µM; HEK293 T-REx D2 cells, calcium flux agonist mode; AID 485358;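 active = activation over 3 SD above normal in the single-dose calcium agonist read, cut at about 30% in these data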; note: 0% is about no effect
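Tetracycline-induced HEK293 T-REx cells with force-coupled D2 receptor, plated overnight at 30 C, loaded with no-wash calcium dye. After a 10 s baseline, compound was pin-added and calcium flux read kinetically for 180 s; calcium rises flagged agonists.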
Numbers without * were called inactive; ? = inconclusive; / = no result given; [ ] = dose if it differs, or a comment. Unless noted, calls come from the whole dose curve; as a rule, active = well fitted inhibition curve with a large enough effect; inconclusive = small, poorly fitted or top-dose-only effect; inactive = no such curve, though single readings can be large or run the other way. No enrichment for hits; about 3.9% have a hit in one of these screens.

item	Molecule	TrxR1 inh	D2 antagonist	PI4K2A block	TRHR enhancer	USP1 inh
1	CCOc1ccccc1NC(=O)c1nc(SC(C)C)ncc1Cl	7%	/	2	-5	-16%
2	NS(=O)(=O)c1ccc(CCNCC(=O)NCc2ccccc2Cl)cc1	15%	-9	-4	-3	-7%
3	C[C@@H]1CN([C@@H](C)CO)C(=O)Cc2cc(NS(=O)(=O)c3ccccc3)ccc2O[C@H]1CN(C)Cc1ccncc1	0%	/	2	/	-31%
4	CCN(C1CCCCC1)S(=O)(=O)c1ccc(S(=O)(=O)N2CCN(CCC#N)CC2)cc1	24%	38*	0	-9	-16%
5	CCCNC(=O)Cc1ncn[nH]1	9%	4	5	-2	-10%
6	CC1CCc2cc(F)cc3c(O)c(C(=O)NCC4CCCO4)c(=O)n1c23 (stereo unspecified)	0%	4	0	2	-13%
7	Cc1ccc(SCCC(=O)Nc2ccccc2C(=O)NC(C)C)cc1	1%	-6	-4	-1	0%
8	COc1ccc(CCNC(=O)c2cc(C)oc2C)cc1	-11%	8	4	16	-18%
9	COc1ccc(C2(O)C(=O)Nc3ccc(C)cc32)cc1 (stereo unspecified)	18%[57.1 µM]	3	7	8	-7%
10	COc1ccc(C(=O)c2ccc(CC#N)s2)cc1	-12%	-15	-2	1	-1%
11	CCOc1ccccc1NC(=O)N1CCN(S(=O)(=O)c2ccc3c(ccn3C)c2)CC1	25%	/	8	-2	-23%
12	CC(NC(=O)COC(=O)CCC(=O)c1ccc(Cl)cc1)c1ccccc1 (stereo unspecified)	8%[2.29 µM]	/	0	/	-7%

item	mIDH1 inhibitor	TrxR1 substrate	TRHR ag	D2 agonist
1	10%	-3%	0.8	-0.7
2	0%	13%	0.8	1.7
3	3%	2%	/	/
4	-8%	-1%	0.2	0.3
5	-1%	3%[57.1 µM]	0.5	0.8
6	7%	18%	0.5	0.4
7	4%	-7%	0.1	-1.3
8	7%	-9%	0.3	-0.1
9	-2%	12%[57.1 µM]	-0.5	-0.2
10	-1%	-6%	0.2	0.9
11	11%	8%	-0.8	-0.5
12	5%	7%[57.1 µM]	/	/

Remaining list, next part:
item	Molecule	TrxR1 inh	D2 antagonist	PI4K2A block	TRHR enhancer	USP1 inh
13	CCn1ccnc1CN(C)Cc1nc(-c2ccc3c(c2)OCO3)no1	23%	7	0	-2	-13%
14	COC(=O)c1[nH]c2cc(OC)ccc2c1NC(=O)CN1CCC(C(N)=O)(N2CCCCC2)CC1	-3%[57.1 µM]	11	-5	0	-11%
15	COc1ccccc1NS(=O)(=O)c1ccc(O)c(NC(=S)NCC2CCCO2)c1 (stereo unspecified)	-7%	/	47	0	-10%
16	COC(=O)CNC(=O)c1c(-c2c(Cl)cccc2Cl)noc1C	18%	0	5	-10	0%
17	CN(c1ccc(OCC(=O)N2CCOCC2)cc1)S(=O)(=O)c1ccc(F)cc1	7%	5	-6	0	-12%
18	C[C@H](CO)N1C[C@H](C)[C@@H](CN(C)S(=O)(=O)c2cn(C)cn2)Oc2ccc(NC(=O)C3CCCCC3)cc2C1=O	-8%	/	-2	/	?
19	CCOC(=O)c1cc(-c2ccccc2)n(-c2cccc(C(=O)Nc3cccc(C(C)=O)c3)c2)c1C	26%[57.1 µM]	/	-4	-10	7%
20	O=C(NCc1cccc(C(F)(F)F)c1)c1cccc(Cl)c1Cl	5%	-3	-7	6	-20%
21	COC(=O)c1sc(S(=O)(=O)NCC(=O)O)c(C(=O)OC)c1C	15%	6	0	4	-17%
22	Cc1cc(C)c(NC(=O)CNC(=O)c2ccccc2SCC(=O)N2CCCC2)c(C)c1	34%[activator]	-11	0	8	-15%
23	CC(C)S(=O)(=O)c1csc(C(=O)NN)c1Cl	21%[57.1 µM]	9	-1	-9	2%
24	COc1ccc(-n2ccn(CC(=O)Nc3ccc(OC)cc3OC)c(=O)c2=O)cc1	1%	-4	5	15	-8%

item	mIDH1 inhibitor	TrxR1 substrate	TRHR ag	D2 agonist
13	5%	4%	0.8	0.2
14	0%	8%[57.1 µM]	-0.1	-0.3
15	0%	-7%	0.0	/
16	4%	5%	0.3	-0.3
17	-7%	2%	0.1	0.2
18	-3%	-1%	/	/
19	5%	1%[57.1 µM]	0.7	-0.5
20	-7%	-9%	0.2	-0.2
21	9%	-1%	-0.1	4.4
22	-2%	1%	0.6	-0.1
23	18%	11%[57.1 µM]	0.5	1.2
24	5%	1%	0.4	0.2

(listing goes on)
item	Molecule	TrxR1 inh	D2 antagonist	PI4K2A block	TRHR enhancer	USP1 inh
25	CCC1CCCCN1CCCNC(=O)Cn1cnc2sc(C)c(S(=O)(=O)N3CCC(C)CC3)c2c1=O (stereo unspecified)	13%[57.1 µM]	13	3	0	-18%
26	Cc1ccccc1C(=NC(=O)c1ccccc1)c1ccccc1	12%	-31	6	2	-3%
27	N#CCC(=O)Nc1ccc(C(=O)OCC(=O)Nc2ccc3ccccc3c2)cc1	-3%	-29	-1	-6	-12%
28	O=C1c2ccccc2C(=O)C12OC(c1ccccc1)C1(C(=O)c3ccccc3C1=O)C2c1cccc([N+](=O)[O-])c1 (stereo unspecified)	/	-21	/	-4	/
29	COc1ccc(C2/C=C\CN(C(=O)c3ccccc3)CC(=O)N2Cc2cccc(F)c2)cc1 (stereo unspecified)	2%	/	-4	/	-9%
30	CN(C)S(=O)(=O)c1cc(NC(=O)COC(=O)c2nc(Cl)ccc2Cl)ccc1Cl	-9%[2.29 µM]	/	3	/	-4%
31	COc1cc(/C=N/n2c(-c3n[nH]c4c3CCC4)n[nH]c2=S)cc(OC)c1O	-9%	7	0	3	-18%
32	Cc1cccc(-n2nc3c(c2NC(=O)CCCl)CSC3)c1	8%	1	-6	-4	-9%
33	Cc1nc2ncccn2c1-c1csc(Nc2ccc(N(C)C)cc2)n1	21%[57.1 µM]	-1	1	0	-5%
34	O=C(CSCc1cccc(Cl)c1)NCc1ccc2c(c1)OCO2	-4%	3	3	-4	-3%
35	COc1ccc(-c2c[n+]3c4n2CCCCC4=C(c2ccccc2)C3)cc1	23%	-1	-8	3	-14%
36	CCc1ccc(CN(C)C(=O)CC2C(=O)NCCN2Cc2ccoc2)cc1 (stereo unspecified)	-18%	3	0	10	-12%

item	mIDH1 inhibitor	TrxR1 substrate	TRHR ag	D2 agonist
25	2%	-6%[57.1 µM]	0.1	0.5
26	3%	6%[57.1 µM]	-1.4	0.5
27	2%	-5%	0.5	0.1
28	/	/	-0.4	-0.1
29	-5%	-6%	/	/
30	0%	10%[57.1 µM]	/	/
31	-4%	2%	0.6	2.5
32	-8%	-5%	-0.4	0.1
33	6%	-5%	-0.5	-2.7
34	3%	-6%	-0.9	-0.3
35	2%	342%[activator]	1.0	0.5
36	-3%	4%	0.2	0.5

Three records drawn at random from those above, as already listed:
item	Molecule	TrxR1 inh	D2 antagonist	PI4K2A block	TRHR enhancer	USP1 inh
25	CCC1CCCCN1CCCNC(=O)Cn1cnc2sc(C)c(S(=O)(=O)N3CCC(C)CC3)c2c1=O (stereo unspecified)	13%[57.1 µM]	13	3	0	-18%
26	Cc1ccccc1C(=NC(=O)c1ccccc1)c1ccccc1	12%	-31	6	2	-3%
36	CCc1ccc(CN(C)C(=O)CC2C(=O)NCCN2Cc2ccoc2)cc1 (stereo unspecified)	-18%	3	0	10	-12%

item	mIDH1 inhibitor	TrxR1 substrate	TRHR ag	D2 agonist
25	2%	-6%[57.1 µM]	0.1	0.5
26	3%	6%[57.1 µM]	-1.4	0.5
36	-3%	4%	0.2	0.5

Carrying on.
item	Molecule	TrxR1 inh	D2 antagonist	PI4K2A block	TRHR enhancer	USP1 inh
37	Cc1ccccc1OCCNC(=O)c1ccco1	16%	15	4	-4	-15%
38	COc1cccc(NS(=O)(=O)c2ccc3c(c2)CCCN3C(=O)C2CCC2)c1	18%[57.1 µM]	/	-4	2	-10%
39	CCC(C)NC(=O)C1c2ccccc2Oc2ccccc21 (stereo unspecified)	15%	-1	-2	-3	-12%
40	COc1ccc2c(CNCCc3cccs3)c(C(=O)O)n(Cc3ccc(F)cc3Cl)c2c1	10%	/	5	1	-27%
41	CCN(C[C@H]1N[C@@](C)(C(=O)OC)[C@H]2C(=O)N(Cc3ccccc3)C(=O)[C@@H]12)C(=O)Nc1ccc(F)cc1	16%	/	-2	/	-22%
42	O=C(NCc1ccc2c(c1)OCO2)c1cc2c(s1)CS(=O)(=O)C2	0%[57.1 µM]	-2	-13	1	-6%

item	mIDH1 inhibitor	TrxR1 substrate	TRHR ag	D2 agonist
37	-3%	5%	-0.8	-0.5
38	3%	1%[57.1 µM]	-0.1	3.2
39	4%	0%	-1.6	0.1
40	-17%	1%	0.4	0.6
41	-3%	3%	/	/
42	11%	8%[57.1 µM]	-0.3	-0.1

3 entries from above, ordered by formula weight, ascending.
item	Molecule	TrxR1 inh	D2 antagonist	PI4K2A block	TRHR enhancer	USP1 inh
37	Cc1ccccc1OCCNC(=O)c1ccco1	16%	15	4	-4	-15%
42	O=C(NCc1ccc2c(c1)OCO2)c1cc2c(s1)CS(=O)(=O)C2	0%[57.1 µM]	-2	-13	1	-6%
38	COc1cccc(NS(=O)(=O)c2ccc3c(c2)CCCN3C(=O)C2CCC2)c1	18%[57.1 µM]	/	-4	2	-10%

item	mIDH1 inhibitor	TrxR1 substrate	TRHR ag	D2 agonist
37	-3%	5%	-0.8	-0.5
42	11%	8%[57.1 µM]	-0.3	-0.1
38	3%	1%[57.1 µM]	-0.1	3.2
